Bioassay records (PubChem)
PAD4 FP inh – human PAD4 inhibitors, primary screen, biochemical, fluorescence polarization, 1536-well format; recombinant PAD4, RCA probe fluorescence polarization; inhibition, % at 6.36 µM; 0.41% of 330,000 active; AID 485272, 2010; Protein-arginine deiminase type-4 (Homo sapiens), Q9UM07;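 active = percent inhibition above a cutoff equal to the mean of all tested compounds plus 3 SD, cut at about 15% in these data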;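 note: 0% = PAD4 with RCA probe and DMSO and 100% = probe without PAD4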
Target sequence (Q9UM07 whole entry, looked up): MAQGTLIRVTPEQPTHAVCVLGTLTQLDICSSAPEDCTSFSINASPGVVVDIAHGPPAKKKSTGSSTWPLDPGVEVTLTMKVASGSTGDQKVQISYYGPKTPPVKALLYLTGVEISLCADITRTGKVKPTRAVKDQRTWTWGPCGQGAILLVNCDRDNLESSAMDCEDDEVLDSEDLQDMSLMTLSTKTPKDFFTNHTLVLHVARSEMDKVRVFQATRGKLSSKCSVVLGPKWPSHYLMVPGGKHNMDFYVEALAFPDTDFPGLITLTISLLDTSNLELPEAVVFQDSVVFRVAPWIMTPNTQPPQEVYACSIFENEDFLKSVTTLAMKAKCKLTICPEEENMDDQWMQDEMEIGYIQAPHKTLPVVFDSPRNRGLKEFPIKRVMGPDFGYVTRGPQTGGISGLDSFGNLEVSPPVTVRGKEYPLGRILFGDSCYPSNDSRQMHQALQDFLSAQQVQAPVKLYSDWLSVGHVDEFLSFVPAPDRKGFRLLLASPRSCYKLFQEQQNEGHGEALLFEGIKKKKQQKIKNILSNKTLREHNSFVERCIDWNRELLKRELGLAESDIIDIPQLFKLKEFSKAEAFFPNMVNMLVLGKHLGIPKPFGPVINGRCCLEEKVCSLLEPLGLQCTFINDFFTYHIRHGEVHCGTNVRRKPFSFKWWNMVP
PAFAH2 FP inh – PAFAH2 enzyme inhibitors, primary screen, biochemical, fluorescence polarization, human; Platelet-activating factor acetylhydrolase 2, cytoplasmic (Homo sapiens), Q99487; 0.99% of 340,000 active; inhibition, % at 3.39 µM; recombinant PAFAH2, FP-rhodamine activity probe;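 active = inhibition above the mean over all tested compounds plus 3 SD, cut at about 30% in these data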;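 note: inhibitors block probe labeling of enzyme so polarization drops; 0% = enzyme with DMSO and 100% = wells lacking PAFAH2 protein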
LYPLA2 inh – LYPLA2 inhibitors, primary screen, counter-screen for PME1 inhibitor project, biochemical, fluorescence polarization, FP-Rh probe ABPP | inhibition, % at 5.9 µM | 0.38% of 320,000 active | Acyl-protein thioesterase 2 (Homo sapiens), O95372 | recombinant LYPLA2;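 active = inhibition above the screen-wide mean plus 3 SD, limit set per campaign, cut at about 26% in these data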;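 note: 0% = LYPLA2 with DMSO and 100% = wells lacking LYPLA2 enzyme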
PAFAH1B3 inh – PAFAH1B3 enzyme inhibitors, primary screen, biochemical, fluorescence polarization, human; inhibition, % at 3.39 µM; 0.28% of 340,000 active; recombinant PAFAH1B3, FP-rhodamine probe; Platelet-activating factor acetylhydrolase IB subunit alpha1 (Homo sapiens), Q15102;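 active = inhibition above the screen-wide average of all tested compounds plus 3 SD, cut at about 25% in these data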;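 note: 0% = enzyme with DMSO only and 100% = wells lacking PAFAH1B3 protein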
Target sequence (Q15102 whole entry, looked up): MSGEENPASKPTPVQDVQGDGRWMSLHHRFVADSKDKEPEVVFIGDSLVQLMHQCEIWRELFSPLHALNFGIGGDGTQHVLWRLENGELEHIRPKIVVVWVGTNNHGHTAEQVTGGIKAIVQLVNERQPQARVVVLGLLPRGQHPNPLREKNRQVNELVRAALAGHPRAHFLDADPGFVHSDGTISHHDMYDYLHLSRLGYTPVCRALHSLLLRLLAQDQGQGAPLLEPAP
PAFAH1B2 inh – PAFAH1B2 enzyme inhibitors, primary screen, biochemical, fluorescence polarization, human; recombinant PAFAH1B2, FP-rhodamine activity probe; inhibition, % at 3.39 µM; 1.2% of 340,000 active;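 active = inhibition above the mean of all tested compounds plus 3 SD, cut at about 24% in these data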;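 note: 0% = enzyme with DMSO and 100% = wells lacking PAFAH1B2; many of its hits are not listed in these tables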
PREPL inh – PREPL enzyme inhibitors, primary screen, biochemical, fluorescence polarization | AID 2751, 2010 | recombinant PREPL, fluorescence polarization activity-based probe | inhibition, % at 5.96 µM | Prolyl endopeptidase-like (Homo sapiens), Q4J6C6 | 0.68% of 320,000 active; in the data active = inhibition above about 43%;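 note: 0% = enzyme with DMSO and 100% = wells lacking enzyme; many of its hits are not listed in these tables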
LYPLA1 inh – LYPLA1 inhibitors, primary screen, counter-screen for PME1 inhibitor project, biochemical, fluorescence polarization, FP-Rh probe ABPP; recombinant LYPLA1; inhibition, % at 5.9 µM; 0.16% of 320,000 active; AID 2174, 2009;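 active = inhibition above the mean of all tested compounds plus 3 SD, set per campaign, cut at about 14% in these data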;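 note: inhibitors block serine hydrolase probe labeling of LYPLA1 so polarization falls; 0% = enzyme with DMSO and 100% = wells lacking LYPLA1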
GSTO1 inh – inhibitors of recombinant GSTO1, primary screen, counter-screen for RBBP9 inhibitor project, biochemical, fluorescence polarization | activity-based probe fluorescence polarization | inhibition, % at 5.96 µM | 1.1% of 300,000 active;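 active = inhibition above the campaign mean inhibition plus 3 SD, cut at about 35% in these data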;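 note: 0% = GSTO1-1 with DMSO and 100% = wells lacking GSTO1-1 enzyme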
pPAFAH FP inh – pPAFAH enzyme inhibitors, primary screen, biochemical, fluorescence polarization, human; recombinant pPAFAH, FP-rhodamine probe fluorescence polarization; Platelet-activating factor acetylhydrolase (Homo sapiens), Q13093; 1.5% of 330,000 active; inhibition, % at 3.39 µM;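 active = inhibition above the mean inhibition across the screen plus 3 SD, cut at about 25% in these data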;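 note: inhibitors block binding of the rhodamine activity-based probe so polarization drops; 0% = enzyme with DMSO and 100% = wells lacking pPAFAH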
* hit, by the source's call.

For COc1ccc(/C=C/C(=O)OCC(=O)Nc2ccc(Cl)cn2)cc1 the results were PAD4 FP inh -0.6, PAFAH2 FP inh 20.2, LYPLA2 inh 0.8, PAFAH1B3 inh 4.4, PAFAH1B2 inh 4.9, PREPL inh -2.2, LYPLA1 inh -4.8, GSTO1 inh -0.8 and pPAFAH FP inh 2.0.
Screening Cc1ccc(C(=O)n2nnc3ccccc32)cc1 returned PAD4 FP inh 1.1, LYPLA2 inh -2.3, PREPL inh 6.9, LYPLA1 inh -1.5, GSTO1 inh 11.8 and pPAFAH FP inh -0.8.
`O=C(COCc1cc(-c2ccco2)on1)NC1CCCCC1` gave PAD4 FP inh 0.7, PAFAH2 FP inh 6.0, LYPLA2 inh -5.2, PAFAH1B3 inh 3.2, PAFAH1B2 inh 6.7, PREPL inh 14.1, LYPLA1 inh -1.7, GSTO1 inh 5.1 and pPAFAH FP inh 0.0.
Clc1ccc(CSc2nnc(-c3c[nH]c4ccccc34)o2)cc1 was read as PAD4 FP inh 0.6, PAFAH2 FP inh -1.6, LYPLA2 inh -9.9, PAFAH1B3 inh 8.1, PAFAH1B2 inh 16.1, PREPL inh 10.5, LYPLA1 inh -8.7, GSTO1 inh -6.9 and pPAFAH FP inh -4.2.
CN(CC(=O)Nc1ccccc1Cl)C(=O)Cn1cc(C(F)(F)F)cc(Cl)c1=O was read as PAD4 FP inh -0.3, PAFAH2 FP inh -3.0, LYPLA2 inh 4.4, PAFAH1B3 inh -2.4, PAFAH1B2 inh -2.5, PREPL inh -1.6, LYPLA1 inh 4.5, GSTO1 inh 4.6 and pPAFAH FP inh -1.0.
For Cn1c2ccccc2c(=O)c2ccc(-c3ccc4c(c3)OCO4)cc21 the results were PAD4 FP inh -3.1, PAFAH2 FP inh -0.6, LYPLA2 inh -19.6, PAFAH1B3 inh -1.1, PAFAH1B2 inh -1.2, PREPL inh -20.3, LYPLA1 inh -12.5, GSTO1 inh -1.2 and pPAFAH FP inh -6.3.
Screening Cc1ccc(C2C(/C=C3/SC(=S)NC3=O)=C(c3cccs3)Oc3ccccc32)cc1 (configuration not stated) returned PAD4 FP inh -0.5, PAFAH2 FP inh 21.0, LYPLA2 inh 1.8, PAFAH1B3 inh 8.0, PAFAH1B2 inh 5.1, PREPL inh 7.1, LYPLA1 inh -9.2, GSTO1 inh 9.2 and pPAFAH FP inh 38.5*.
For COc1ccc(NS(=O)(=O)c2coc(C(N)=O)c2)cc1Cl the results were PAD4 FP inh 1.9, PAFAH2 FP inh 2.6, LYPLA2 inh 5.0, PAFAH1B3 inh 2.0, PAFAH1B2 inh 2.3, PREPL inh 16.0, LYPLA1 inh 0.2, GSTO1 inh 5.2 and pPAFAH FP inh 2.4.
For Cc1cccc(-c2oc3ccc(-c4ccc5c(c4)OCO5)cc3c2C(=O)OCc2ccc(O)cc2)c1 the results were PAD4 FP inh 2.4, PAFAH2 FP inh -16.0, LYPLA2 inh 6.3, PAFAH1B3 inh -7.4, PAFAH1B2 inh -7.3, PREPL inh 5.9, LYPLA1 inh 1.1, GSTO1 inh -3.7 and pPAFAH FP inh 0.0.
Screening C=C(C)C(=O)Nc1cccc(C2=NOC3(C2)C[C@@H](C(N)=O)N(C(=O)c2cc([N+](=O)[O-])cc([N+](=O)[O-])c2)C3)c1 (some centres not stated) returned PAD4 FP inh -5.0, PAFAH2 FP inh -11.0, LYPLA2 inh 10.0, PAFAH1B3 inh -1.6, PAFAH1B2 inh 12.7, PREPL inh 7.9, LYPLA1 inh 1.9, GSTO1 inh 15.4 and pPAFAH FP inh 5.5.
Screening COc1cccc(-n2c(=O)[nH]cc(C(=O)Nc3ccc(NC(C)=O)cc3)c2=O)c1 returned PAD4 FP inh 1.4, PAFAH2 FP inh 1.1, LYPLA2 inh 0.2, PAFAH1B3 inh 5.7, PAFAH1B2 inh 4.0, PREPL inh 5.7, LYPLA1 inh 6.1, GSTO1 inh 6.3 and pPAFAH FP inh 4.3.
CCOc1cc(/C=N/NC(=O)CSc2nnc(C)s2)ccc1OCc1ccccc1Cl was read as PAD4 FP inh -1.3, PAFAH2 FP inh -3.8, LYPLA2 inh -6.3, PAFAH1B3 inh 4.2, PAFAH1B2 inh -3.6, PREPL inh 13.8, LYPLA1 inh -4.8, GSTO1 inh -2.0 and pPAFAH FP inh 2.9.
For CCOC(=O)/C(C#N)=C/c1ccc(-c2ccsc2C(=O)OC)o1 the results were PAD4 FP inh 3.5, PAFAH2 FP inh 5.5, LYPLA2 inh -1.6, PAFAH1B3 inh -3.7, PAFAH1B2 inh -0.7, PREPL inh 0.8, LYPLA1 inh 1.8, GSTO1 inh 3.6 and pPAFAH FP inh -0.8.
Screening CCCn1c(C(O)c2ccc(OC)cc2)nc2ccccc21 (configuration not stated) returned PAD4 FP inh 0.4, PAFAH2 FP inh 11.9, LYPLA2 inh -3.8, PAFAH1B3 inh 5.5, PAFAH1B2 inh -4.0, PREPL inh 4.2, LYPLA1 inh -1.0, GSTO1 inh 2.6 and pPAFAH FP inh -3.6.
Screening CNC[C@H]1Oc2c(NS(=O)(=O)c3ccc(OC)cc3)cccc2C(=O)N([C@H](C)CO)C[C@@H]1C returned PAD4 FP inh -0.4, PAFAH2 FP inh 5.0, PAFAH1B3 inh 13.2, PAFAH1B2 inh 4.2, PREPL inh 8.6 and pPAFAH FP inh 1.0.
For CC(C)C[C@@H](CN(N=O)[C@@H](Cc1ccccc1)CN(C)N=O)N(CCc1ccccc1)N=O the results were PAD4 FP inh -0.7, PAFAH2 FP inh 6.8, LYPLA2 inh 4.1, PAFAH1B3 inh -6.8, PAFAH1B2 inh -0.9, PREPL inh 9.4, LYPLA1 inh -2.3, GSTO1 inh 5.0 and pPAFAH FP inh -0.9.
Screening COc1ccc(NC(=O)c2cccc(N3C(=O)c4cccc([N+](=O)[O-])c4C3=O)c2)cc1 returned PAD4 FP inh 0.2, PAFAH2 FP inh -6.0, LYPLA2 inh 3.5, PAFAH1B3 inh -3.5, PAFAH1B2 inh 1.6, PREPL inh 4.4, LYPLA1 inh -1.4, GSTO1 inh 0.2 and pPAFAH FP inh 1.2.
CCn1c(-c2ccc(OC)c(OC)c2)n[nH]c1=S was read as PAD4 FP inh 3.0, PAFAH2 FP inh -1.5, LYPLA2 inh 5.9, PAFAH1B3 inh 2.5, PAFAH1B2 inh 0.3, PREPL inh -4.6, LYPLA1 inh 4.7, GSTO1 inh 16.4 and pPAFAH FP inh -3.6.
Screening Cc1cc(C)cc(NC(=O)Nc2ccc(-n3ccc(C(F)(F)F)n3)cc2)c1 returned PAD4 FP inh 7.0, PAFAH2 FP inh 2.3, LYPLA2 inh -4.4, PAFAH1B3 inh 6.7, PAFAH1B2 inh 49.0*, PREPL inh -5.2, LYPLA1 inh -9.1, GSTO1 inh -6.8 and pPAFAH FP inh -24.3.
For O=C(Nc1cc(N2CCOCC2)ncn1)Nc1cccc2ccccc12 the results were PAD4 FP inh -3.1, PAFAH2 FP inh -2.1, LYPLA2 inh -5.6, PAFAH1B3 inh 3.7, PAFAH1B2 inh -6.0, PREPL inh 12.4, LYPLA1 inh -1.3, GSTO1 inh -2.8 and pPAFAH FP inh -2.8.
Screening COc1cc(NC(=O)c2ccccc2)c(OC)cc1NC(C)=O returned PAD4 FP inh -5.5, PAFAH2 FP inh 13.1, LYPLA2 inh 1.1, PAFAH1B3 inh -1.0, PAFAH1B2 inh 0.9, PREPL inh 9.0, LYPLA1 inh -3.4, GSTO1 inh 4.4 and pPAFAH FP inh 1.4.
For CC(C)NC(=O)c1ccc(-c2cccc(C(F)(F)F)c2)o1 the results were PAD4 FP inh -2.7, PAFAH2 FP inh 1.9, LYPLA2 inh 3.7, PAFAH1B3 inh 10.9, PAFAH1B2 inh 8.4, PREPL inh 5.7, LYPLA1 inh 0.7, GSTO1 inh -6.3 and pPAFAH FP inh 3.4.
`CCN(Cc1cc2cccc(C)c2[nH]c1=O)C(=O)c1ccccc1OC` gave PAD4 FP inh -2.3, PAFAH2 FP inh -1.6, LYPLA2 inh 10.1, PAFAH1B3 inh 8.9, PAFAH1B2 inh 5.0, PREPL inh 2.0, LYPLA1 inh 1.9, GSTO1 inh -5.7 and pPAFAH FP inh 1.7.
COc1ccc(-c2cc(-c3ccc(Cl)cc3)c(C#N)c(SCC(=O)O)n2)cc1 was read as PAD4 FP inh -10.7, PAFAH2 FP inh 4.2, LYPLA2 inh -5.4, PAFAH1B3 inh 2.6, PAFAH1B2 inh 2.9, PREPL inh -11.4, LYPLA1 inh -8.6, GSTO1 inh -11.1 and pPAFAH FP inh -8.1.
Cc1ccc(S(=O)(=O)N2CCC(=O)N(CCOCc3ccccc3C)CC2)cc1 was read as PAD4 FP inh 0.3, PAFAH2 FP inh 2.0, LYPLA2 inh 2.8, PAFAH1B3 inh -4.3, PAFAH1B2 inh 14.1, PREPL inh 0.4, LYPLA1 inh 0.0, GSTO1 inh 7.8 and pPAFAH FP inh 6.1.
Screening O=C(Nc1ccccn1)C1CCN(S(=O)(=O)c2ccc3c(c2)OCCO3)CC1 returned PAD4 FP inh 3.9, PAFAH2 FP inh -3.3, LYPLA2 inh -0.2, PAFAH1B3 inh 10.3, PAFAH1B2 inh 2.9, PREPL inh 0.6, LYPLA1 inh -4.9 and pPAFAH FP inh 0.4.
Screening Cc1ccc(NC(=O)CCC(=O)NNC(=O)c2ccccc2Cl)c(C)c1 returned PAD4 FP inh 1.0, PAFAH2 FP inh -3.8, LYPLA2 inh 0.5, PAFAH1B3 inh -1.7, PAFAH1B2 inh -3.2, PREPL inh 1.6, LYPLA1 inh 0.5, GSTO1 inh 10.8 and pPAFAH FP inh 3.9.
Screening Cc1ccc(C(=O)Cn2cnc3ccccc3c2=O)cc1 returned PAD4 FP inh -1.9, PAFAH2 FP inh -5.8, LYPLA2 inh 24.0, PAFAH1B3 inh 1.9, PAFAH1B2 inh 3.2, PREPL inh 4.0, LYPLA1 inh -3.5, GSTO1 inh 2.5 and pPAFAH FP inh 0.7.
`Cc1cc(NC(=O)c2cccc(S(=O)(=O)N3CCCCCC3)c2)n(-c2ccccn2)n1` gave PAD4 FP inh -3.5, PAFAH2 FP inh -2.8, LYPLA2 inh -1.2, PAFAH1B3 inh -1.1, PAFAH1B2 inh 0.7, PREPL inh 2.5, LYPLA1 inh -1.1, GSTO1 inh 2.3 and pPAFAH FP inh 6.4.
O=C(NC1CCSc2ccccc21)c1cccc(OC(F)F)c1 (configuration not stated) was read as PAD4 FP inh 2.2, PAFAH2 FP inh -2.7, LYPLA2 inh -1.7, PAFAH1B3 inh -2.3, PAFAH1B2 inh 14.1, PREPL inh 2.4, LYPLA1 inh 1.3, GSTO1 inh 4.5 and pPAFAH FP inh 11.1.
For O=C(NNc1nc2cc3c(cc2s1)OCCO3)c1ccccc1 the results were PAD4 FP inh 1.4, PAFAH2 FP inh 0.3, LYPLA2 inh 1.9, PAFAH1B3 inh 15.3, PAFAH1B2 inh 8.1, PREPL inh 17.8, LYPLA1 inh 0.2, GSTO1 inh 15.9 and pPAFAH FP inh 0.2.

Not all compounds are listed. The share of hits here may be higher or lower than overall.
